USP1-UAF1 inh – Inhibitors of USP1/UAF1: Primary Screen; 390,000 compounds, 0.23% hits; AID 743255, 2014; recombinant USP1/UAF1, Ub-Rhodamine cleavage fluorescence; Potency, µM (top dose mostly 57.1 µM), inactives show at the highest dose activity change, negative = inhibition, usual class: inhibitors; Ubiquitin carboxyl-terminal hydrolase 1 (Homo sapiens), O94782; further: potency means the concentration at half of the fitted maximal effect; on the % scale 0 is the no-effect control and ±100 the full control effect; nearly all actives have a fitted effect of over 60% in size; inactives centre near -12
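1 nM enzyme complex + cpd, 15 min RT; start with Ub-Rho 150nM final; kinetic fluorescence ex 480/em 540, 6 reads q60 s. Buffer 50mM HEPES pH 7.8, 0.5mM EDTA, 0.1 mg/ml BSA, 1mM TCEP, 0.01% Tween-20.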
TrxR1 inh – qHTS Assay for Inhibitors of Mammalian Selenoprotein Thioredoxin Reductase 1 (TrxR1): qHTS | recombinant rTrxR1, NADPH fluorescence consumption, selenite substrate | Potency, µM (top dose mostly 114 µM), for inactives: top-dose activity change, negative = inhibition, hits mostly inhibitors | 390,000 compounds, 1% hits | AID 588453, 2011; further: potency means the concentration at half of the fitted maximal effect; on the % scale 0 is the no-effect control and ±100 the full control effect; nearly all actives have a fitted effect of over 65% in size
Target sequence (O89049 whole entry, looked up): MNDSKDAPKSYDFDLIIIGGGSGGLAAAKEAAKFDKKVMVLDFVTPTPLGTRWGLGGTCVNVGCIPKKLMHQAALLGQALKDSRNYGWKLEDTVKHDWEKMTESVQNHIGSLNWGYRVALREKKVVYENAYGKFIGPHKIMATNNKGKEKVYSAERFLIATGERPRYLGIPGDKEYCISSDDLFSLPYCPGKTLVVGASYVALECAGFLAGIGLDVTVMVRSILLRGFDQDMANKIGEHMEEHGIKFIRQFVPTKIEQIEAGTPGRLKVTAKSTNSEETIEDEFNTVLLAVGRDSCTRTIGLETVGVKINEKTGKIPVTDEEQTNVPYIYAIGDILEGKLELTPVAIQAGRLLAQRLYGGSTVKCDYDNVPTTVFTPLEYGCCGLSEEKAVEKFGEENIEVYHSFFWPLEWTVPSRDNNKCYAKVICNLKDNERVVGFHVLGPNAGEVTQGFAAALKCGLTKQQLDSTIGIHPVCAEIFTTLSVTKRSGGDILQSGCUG
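Rat TrxR1 (90 nM in the dispensed reagent) was pre-reduced with 400 uM NADPH for 5 min at room temperature, then incubated with compound for 15 min. After 400 uM selenite was added, NADPH fluorescence (Ex 340/Em 450 nm) was followed for 8 min.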
TRHR PAM – qHTS for Small Molecule Agonists and Allosteric Enhancers of Human TRH Receptor: Primary Screen for Enhancers. AID 493056, 2011. TRHR cells, fluo-8 calcium fluorescence, EC20 TRH enhancement. enhancement, % at 2 µM. 360,000 compounds, 0.66% hits; in the data active means enhancement above about 30%; further: 0% is about no effect
Target sequence (P34981 whole entry, looked up): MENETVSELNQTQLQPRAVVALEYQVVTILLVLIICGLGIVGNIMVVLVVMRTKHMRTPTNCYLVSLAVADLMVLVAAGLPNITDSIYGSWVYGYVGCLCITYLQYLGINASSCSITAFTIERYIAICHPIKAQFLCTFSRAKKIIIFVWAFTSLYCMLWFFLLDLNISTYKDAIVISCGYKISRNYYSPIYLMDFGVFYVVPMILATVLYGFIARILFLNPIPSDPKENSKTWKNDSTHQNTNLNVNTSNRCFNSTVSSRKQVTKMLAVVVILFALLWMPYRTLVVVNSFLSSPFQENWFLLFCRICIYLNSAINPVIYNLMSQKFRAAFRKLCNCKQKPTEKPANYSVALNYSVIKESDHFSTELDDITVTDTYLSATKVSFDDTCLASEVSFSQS
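TRHR-expressing cells loaded with fluo-8 calcium dye were read kinetically (ex 480/em 530) during compound addition, then stimulated with an EC20 of TRH (10 nM final). Enhancement of the Gq-mediated intracellular calcium response was scored.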
Pin1 inhibitor – qHTS Assay to Find Inhibitors of Pin1 | Peptidyl-prolyl cis-trans isomerase NIMA-interacting 1 (Homo sapiens), Q13526 | Pin1 FP peptide displacement, HiFluor488, 10 min | Potency, µM (top dose mostly 115 µM), without a hit: at the highest dose activity, negative = inhibition, usual class: inhibitors | 390,000 compounds, 0.009% hits | AID 504891, 2011; active means well fitted inhibition curve with a large enough effect in the polarisation, with a control signal flat, not every such curve was filed as active; inconclusive means small, poorly fitted or top-dose-only effect, or effect the other way, or a change in a side signal; inactive means no such curve, though single readings can be large or run the other way; the % refers to the polarisation; further: potency means the concentration at half of the fitted maximal effect; on the % scale 0 is the no-effect control and ±100 the full control effect
Target sequence (Q13526 whole entry, looked up): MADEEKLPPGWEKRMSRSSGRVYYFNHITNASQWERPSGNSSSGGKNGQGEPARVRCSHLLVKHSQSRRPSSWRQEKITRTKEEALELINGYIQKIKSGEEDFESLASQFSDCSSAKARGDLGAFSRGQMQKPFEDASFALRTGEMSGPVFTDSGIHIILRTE
D2 antagonist – HTS Assay for Allosteric Antagonists of the Human D2 Dopamine Receptor: Primary Screen for Antagonists. HEK293 TREx D2 cells, calcium flux, dopamine EC80. inhibition, % at 10 µM. 340,000 compounds, 2% hits. AID 485344, 2010; in the data active means inhibition above about 30%; further: 0% is about no effect
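Compounds are added to dye-loaded, induced HEK293 T-REx cells coupled to calcium release via D2; after a 3 min kinetic read an EC80 dopamine stimulus is given and fluorescence is recorded for 3 more min.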
TrxR1 substrate – qHTS Assay for Substrates of Mammalian Selenoprotein Thioredoxin Reductase 1 (TrxR1): qHTS; purified TrxR1 substrate turnover, NADPH consumption readout; Thioredoxin reductase 1, cytoplasmic (Rattus norvegicus), O89049; Potency, µM (doses to about 114 µM), inactives show top-dose activity change, negative = substrate turnover; 390,000 compounds, 0.01% hits; further: potency means the concentration at half of the fitted maximal effect; on the % scale 0 is the no-effect control and ±100 the full control effect; nearly all actives have a fitted effect of over 50% in size
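Rat TrxR1, dispensed at 90 nM, was prereduced with 400 uM NADPH (final) for 5 min at ~22 deg C, then incubated with compound 15 min before 400 uM selenite. A first-read NADPH fluorescence drop versus no-compound background flagged substrates.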
mIDH1 inhibitor – qHTS for Inhibitors of mutant isocitrate dehydrogenase 1 (IDH1): qHTS. 390,000 compounds, 0.093% hits. IDH1-R132H enzyme, NADPH consumption, diaphorase/resazurin fluorescence. Potency, µM (highest dose often 76.6 µM), for inactives: at the top dose activity change, negative = inhibition, usual class: inhibitors; further: potency means the concentration at half of the fitted maximal effect; on the % scale 0 is the no-effect control and ±100 the full control effect; nearly all actives have a fitted effect of over 65% in size
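IDH1-R132H (0.5 ug/mL dispensed) in pH 7.5 Tris buffer was preincubated 30 min with compound, then given a substrate mix of 0.016 mM NADPH and 2 mM alpha-KG for 80 min at room temperature; remaining NADPH was read by diaphorase/resazurin fluorescence.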
D2 agonist – HTS Assay for Allosteric Agonists of the Human D2 Dopamine Receptor: Primary Screen for Agonists | D(2) dopamine receptor (Homo sapiens), P14416 | HEK293 T-REx D2 cells, calcium flux agonist mode | activation, % at 2 µM | 340,000 compounds, 0.53% hits | AID 485358, 2010;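 active means activation over 3 SD above normal in the single-dose calcium agonist read, cut at about 30% in these data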; further: 0% is about no effect
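Agonism scored from kinetic calcium signal (1 read/sec, 180 s) following compound pin transfer, after a 10 s baseline. Cells: HEK293 Trex line expressing inducible D2 receptor coupled to calcium, dye-loaded after overnight culture at 30 C.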
TRHR ag – qHTS for Small Molecule Agonists and Allosteric Enhancers of Human TRH Receptor: Primary Screen for Agonists; Thyrotropin-releasing hormone receptor (Homo sapiens), P34981; TRHR cells, calcium flux fluo-8, FDSS agonist mode; activation, % at 2 µM; 360,000 compounds, 0.18% hits; AID 493084, 2011; in the data active means activation above about 30%; further: 0% is about no effect
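Agonist-mode FDSS calcium read (Ex 480/Em 530, 1 s cycles) in 1536-well TRHR cells with fluo-8 dye, after 10-cycle baseline and 23 nL compound addition; TRH at EC20 (10 nM final) added afterwards for the enhancer phase.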
* = called active by the depositor; ? = inconclusive; . = no result given; [ ] = dose if it differs, or a comment. Unless noted, the call rests on the fitted dose curve; in most records, active means well fitted inhibition curve with a large enough effect; inconclusive means small, poorly fitted or top-dose-only effect; inactive means no such curve, though single readings can be large or run the other way.

SMILES | USP1-UAF1 inh | TrxR1 inh | TRHR PAM | Pin1 inhibitor | D2 antagonist | TrxR1 substrate | mIDH1 inhibitor | D2 agonist | TRHR ag
CN(C)C(=O)NC1CCCCCCCCCCC1 | -22.8% | 16.1% | 2.5 | 4.5% | -4.9 | 4.9% | 1.5% | -0.7 | 0.0
COc1cc(/C=N/Nc2nn3cnnc3c3ccccc23)ccc1O | -1.2% | -3.9% | -2.9 | 0.6% | -13.2 | -2.4% | 8.0% | 0.5 | 0.5
Cc1ccc2[nH]c(=O)c(CN(C(=O)c3cccc(Cl)c3)C(C)(C)C)cc2c1 | 12.8% | 10.2% | 4.3 | -7.8% | . | -1.6% | 15.2% | -1.0 | -1.1
C=CC[n+]1c(-c2ccc(OC)cc2)csc1NNC(=O)Nc1ccccc1 | -22.7% | 9.0% | 6.0 | ? | -11.1 | -7.9% | 5.5% | 0.3 | 1.6
Cn1c(C(=O)NCCN2CCOCC2)cc2sccc21 | -7.6% | -4.9%[57.1 µM] | -2.3 | -2.1% | -7.7 | 3.3%[57.1 µM] | -0.4% | 2.0 | -0.9
Cc1cccc(-n2ccnc2SCC(=O)Nc2nccs2)c1C | -16.4% | 14.8%[57.1 µM] | -3.5 | -1.9% | -9.7 | -7.0% | 1.1% | -0.6 | -0.8
CCOc1ccc(-c2cc(CCCC(=O)NCCc3ccccc3)no2)cc1 | -5.4% | 0.0% | 4.8 | 7.5% | -1.2 | -6.4% | 3.4% | 1.1 | 1.3
COC(=O)c1ccc(N(C(=O)CNC(=O)c2ccco2)C(C(=O)NC2CCCC2)c2ccco2)cc1 (stereo not drawn) | -19.5% | 0.8% | 7.7 | ? | -26.1 | 0.5% | 3.1% | 0.0 | -0.6
NC(=O)C(CCCCN1CCCCC1)(c1ccccc1)c1ccccc1 | -14.3% | -8.0% | . | 0.6% | . | -6.4% | 3.1% | . | .
COc1ccc(-n2cnc3cc(NCc4ccccn4)ccc32)cc1 | -6.3% | 7.5% | 8.1 | 1.6% | -3.0 | -5.5% | 0.2% | -1.1 | -0.8
COc1ccc(OCC(=O)NNC(=O)C(=O)Nc2ccccc2)cc1 | -6.5% | 11.5% | . | 0.5% | . | 2.7% | -13.4% | . | .
COc1cc(-c2nc3n(n2)C(c2cccc(OC)c2OC)C2=C(CCCC2=O)N3)cc(OC)c1OC (stereo not drawn) | -17.0% | 0.9% | 17.4 | 11.0% | 10.1 | 0.8% | 4.1% | -0.4 | 0.6
CC(C)CCNC(=O)c1cc(-c2cccnc2)nc2ccc(S(=O)(=O)N3CCC(C)CC3)cc12 | -5.7% | 25.4%[57.1 µM] | 11.7 | -0.3% | . | 4.4%[57.1 µM] | 5.6% | 0.9 | 0.0
Cc1cc(C)c2cc(C(=O)N3CCc4ccccc4C3)[nH]c2c1 | -14.9% | 5.2%[57.1 µM] | 25.2 | 0.4% | -7.0 | 4.0%[57.1 µM] | 3.4% | 0.3 | 0.6
COc1ccc(NC(=O)CCc2c(C)nn(-c3ccc(N4CCOCC4)nn3)c2C)cc1Cl | -8.6% | 7.2%[57.1 µM] | 4.6 | 1.1% | . | 2.3%[57.1 µM] | 18.4% | 1.0 | -0.2
CCc1cc(=O)oc2c(C)c(OC(C)C(=O)NCC3CCC(C(=O)O)CC3)ccc12 (stereo not drawn) | 14.9% | -6.4% | -1.7 | -0.3% | -8.6 | 36.5% | -3.8% | 3.8 | -0.1
O=C(NNC(=S)NCc1ccccc1)c1ccc(OC(F)F)cc1 | -20.6% | -8.7% | 26.3 | -0.2% | -19.5 | -4.2% | -0.7% | 0.7 | -0.6
CC(C)CCn1c(=O)c2sccc2n2c(CCCC(=O)NC(C)c3ccccc3)nnc12 (stereo not drawn) | 12.7% | 10.4% | -1.0 | -4.2% | . | 2.4% | -1.0% | 0.0 | 0.0
Nc1c(C(=O)c2ccc(Br)cc2)oc2ccccc12 | -19.0% | 3.3% | 4.1 | 4.9% | -1.5 | -0.9% | 4.0% | -0.2 | 0.1
O=C(Cn1cc(C(F)(F)F)ccc1=O)OCC(=O)c1ccc[nH]1 | 2.0% | 29.6% | . | -13.8% | . | 7.4% | -1.4% | . | .
CCn1nc(C)c(CN2CCC(n3nccc3NC(=O)CCCc3ccccc3)CC2)c1C | 0.8% | 10.3% | 1.1 | -4.9% | 10.2 | 0.1% | -1.1% | 0.5 | 0.0
CCN(CC)CCCNC(=O)CCn1nc(-c2ccccc2)ccc1=O | -9.5% | 28.0% | 3.0 | -2.6% | -12.2 | 4.4% | 0.0% | 0.2 | 1.1
C=CCNC(=O)NC(=S)c1ccccc1 | -14.8% | -7.0% | -1.4 | -6.0% | 13.4 | 10.1% | -1.0% | 0.1 | -0.2
Cc1ccc(C(=O)N[C@H](C(=O)NC2CCCCCCC2)C(C)C)cc1 | -18.6% | 39.5%[activator] | 0.8 | -11.5% | 13.8 | 4.8% | -0.7% | 0.5 | 0.4
CCS(=O)(=O)N1CCC(C(=O)Oc2ccccc2OC)CC1 | -19.7% | 20.5% | 4.6 | -0.7% | -1.3 | -0.3% | -6.7% | -1.0 | 0.3
COC(=O)c1cc(C(=O)OCC(=O)NCc2ccc3c(c2)OCO3)cc([N+](=O)[O-])c1 | 3.0% | -1.6% | -2.6 | 7.2% | -6.1 | -4.9% | 0.2% | -1.4 | -0.6
CC1C(=O)Nc2ccc(S(=O)(=O)NCc3ccc(N(C)C)cc3)cc2NC1=O (stereo not drawn) | -10.6% | 2.0% | 5.5 | -3.1% | . | -3.7% | -2.4% | . | -1.0
CC(NC(=O)C1CCN(S(=O)(=O)c2ccc(Br)s2)CC1)c1ccccc1 (stereo not drawn) | -28.2% | 6.0% | -9.8 | 1.5% | -2.7 | -1.9% | 3.2% | 0.0 | -1.1
CCCc1ccc(OCC(=O)NNC(=S)NC(=O)c2ccco2)cc1 | -23.2% | -14.1%[57.1 µM] | -4.5 | -8.1% | -5.1 | 4.5%[57.1 µM] | 3.0% | 0.8 | -0.5
COCCCn1c2nc3ccccc3nc2c2c(=O)n(Cc3ccc(Cl)cc3)c(C)nc21 | . | . | -7.8 | . | 18.3 | . | . | 1.6 | 0.3
Cc1ccc(-n2c(CC#N)n[nH]c2=S)c(C)c1 | -2.8% | -27.1%[57.1 µM] | -0.9 | -6.4% | -1.2 | 10.6%[57.1 µM] | 0.2% | -0.2 | -0.8
Cn1cc(S(=O)(=O)N2CCN(c3cccc(Cl)c3)CC2)c(=O)n(C)c1=O | -20.3% | 9.7% | 4.9 | 0.5% | -8.7 | 5.8% | 1.5% | -0.1 | 0.1
COc1ccccc1C(=O)NCCC(=O)NC1CCCC(C)C1C (stereo not drawn) | -7.9% | 15.2% | 7.6 | 1.2% | 15.0 | -1.1% | 0.4% | 0.3 | -0.2
CCOc1ccc2nc(N(CCN(C)C)C(=O)c3ccc4ccccc4c3)sc2c1 | -11.3% | 24.9% | 1.2 | 0.6% | -8.9 | -3.4% | -1.8% | 0.7 | 0.9
COc1ccc2[nH]c(=O)c(CN(C(=O)c3cccnc3)c3ccc(C)cc3C)cc2c1 | -16.5% | 8.0% | -2.7 | -5.8% | 3.5 | 18.5% | -5.3% | 0.2 | 0.0
Cn1c(=O)c2c(nc(Br)n2CCCc2ccccc2)n(C)c1=O | -0.9% | 3.2%[57.1 µM] | -4.2 | 4.2% | 24.4 | -5.0% | 6.5% | -0.6 | -0.4
C/C(=C\c1ccccc1)C(=O)Nc1cc(C)on1 | -1.0% | -3.2% | 2.4 | -4.5% | 18.2 | -1.7% | 7.3% | -0.3 | 0.4
CCn1nc(C)c(NS(=O)(=O)c2ccc(C)cc2)c1C | -5.0% | 10.0%[57.1 µM] | 1.6 | 4.7% | -27.6 | 4.0%[57.1 µM] | 12.2% | 0.4 | -0.7
O=C(c1ccc(Cl)cc1)N1CCc2ccccc21 | -7.1% | 14.0% | -7.5 | -0.8% | -2.8 | -0.7% | 2.2% | -1.8 | -1.1

Complete entries from above.
`CCCc1ccc(OCC(=O)NNC(=S)NC(=O)c2ccco2)cc1` in the list: USP1-UAF1 inh = -23.2%; TrxR1 inh = -14.1%[57.1 µM]; TRHR PAM = -4.5; Pin1 inhibitor = -8.1%; D2 antagonist = -5.1; TrxR1 substrate = 4.5%[57.1 µM]; mIDH1 inhibitor = 3.0%; D2 agonist = 0.8; TRHR ag = -0.5
`C/C(=C\c1ccccc1)C(=O)Nc1cc(C)on1` in the list: USP1-UAF1 inh = -1.0%; TrxR1 inh = -3.2%; TRHR PAM = 2.4; Pin1 inhibitor = -4.5%; D2 antagonist = 18.2; TrxR1 substrate = -1.7%; mIDH1 inhibitor = 7.3%; D2 agonist = -0.3; TRHR ag = 0.4

These rows are one share of the data; count on the stated rates, not on these rows.
